USP2a inh = inhibitors of human ubiquitin-specific protease USP2a. O75604. USP2 core, Ub-CHOP2 coupled fluorogenic reporter, 485/531. Potency, µM (titrated, usually from 38.3 µM), without a hit: at the highest dose activity change, negative = inhibition, usual class: inhibitors. actives 0.01% (n = 330,000). AID 463254;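 also: potency is read from the fitted curve at half-maximal effect; plate controls were DMSO wells for no effect and full inhibition by NEM control for full effect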
Target sequence (O75604 whole entry, looked up): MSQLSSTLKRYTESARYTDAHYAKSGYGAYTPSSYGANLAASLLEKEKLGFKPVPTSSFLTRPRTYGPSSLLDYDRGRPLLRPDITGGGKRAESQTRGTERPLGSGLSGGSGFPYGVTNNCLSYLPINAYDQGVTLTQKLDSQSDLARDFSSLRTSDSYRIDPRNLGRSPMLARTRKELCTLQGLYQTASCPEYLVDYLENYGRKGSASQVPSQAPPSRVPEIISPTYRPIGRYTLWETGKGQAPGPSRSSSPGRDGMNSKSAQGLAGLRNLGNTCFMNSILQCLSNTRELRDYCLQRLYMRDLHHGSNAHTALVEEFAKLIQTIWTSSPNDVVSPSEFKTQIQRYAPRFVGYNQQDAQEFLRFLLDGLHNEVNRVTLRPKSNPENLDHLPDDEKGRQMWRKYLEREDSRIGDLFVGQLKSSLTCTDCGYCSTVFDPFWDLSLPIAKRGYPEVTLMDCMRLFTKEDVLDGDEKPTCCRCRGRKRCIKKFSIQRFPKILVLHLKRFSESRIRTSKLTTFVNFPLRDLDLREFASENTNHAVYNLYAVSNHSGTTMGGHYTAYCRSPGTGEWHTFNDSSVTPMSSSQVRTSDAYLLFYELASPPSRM
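USP2 core (10nM final) preincubated 30min RT with compound in 20mM Tris-HCl pH 8.0, 2mM CaCl2, 2mM beta-mercaptoethanol, 0.05% CHAPS; 25nM Ub-CHOP2 plus 25nM reporter substrate added, fluorescence (Ex485/Em531) read after 60min.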
Mito fusion act = mitochondrial division inhibition or fusion activation; S. cerevisiae fusion-defective mutant growth rescue, CellTiterGlo 48 h; Potency, µM (doses to about 46.1 µM), for the others: at the highest dose growth rescue (activation), hits mostly activators; actives 0.23% (n = 320,000); AID 485298;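 also: potency is read from the fitted curve at half-maximal effect; % of control where 0% means no effect; nearly all actives have a fitted effect of over 45% in size; temperature-sensitive fusion mutants such as fzo1-1 at 37 °C on non-fermentable ethanol glycerol medium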
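Compounds are tested for their ability to restore growth of mitochondrial fusion-defective yeast strains at non-permissive 37C in YPEG medium over 48 hours. Viability is quantified by luciferase luminescence.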
Eya2 phos inh = blocks the phosphatase activity of human Eya2; recombinant Eya2, OMFP fluorescence dephosphorylation (OMFP is methylfluorescein phosphate); Potency, µM (series often up to 76.9 µM), inactives show at the highest dose activity, negative = inhibition, actives largely listed as inhibitors; actives 0.006% (n = 330,000); AID 488837; also: potency is read from the fitted curve at half-maximal effect; % is scaled to controls: 0 for no effect and ±100 for the full control effect
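Eya2 (0.2 uM) preincubated 10 min at ambient with compound, then OMFP substrate added at 50 uM; 10 min reaction in 50 mM HEPES pH 7.5, 50 mM NaCl, 5 uM MgCl2, 0.05% BSA, 1 mM DTT. Fluorescence read at Ex 485/Em 525 nm.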
TCR activator = activators of T cell receptors; AID 504894; Potency, µM (highest dose often 9.22 µM), for the others: at the highest dose activation of IL-2 secretion, hits mostly activators; primary human leukocytes, anti-CD3, IL-2 HTRF, 48 h; 330,000 tested, under 10 active; also: % of control where 0% means no effect
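Compounds are tested in HTS on primary human leukocytes co-incubated with a-CD3 beads for 48 hr. IL-2 output is measured by time-resolved FRET.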
B2AR arrestin = beta2AR (human) beta-arrestin recruitment activity; actives 0.02% (n = 330,000); beta-arrestin recruitment to beta2AR, cell-based reporter; Potency, µM (doses to about 46.1 µM), inactives show at the highest dose activation, usual class: activators;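 also: potency is read from the fitted curve at half-maximal effect; 0% = DMSO controls and full agonism = EC100 isoproterenol or metaproterenol; nearly all actives have a fitted effect of over 65% in size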
PTAP TSG101 blk = blocks PTAP/TSG101 interaction to inhibit HIV-1 budding | AID 493005 | Q99816 | Potency, µM (series often up to 115 µM), without a hit: top-dose activity change, negative = inhibition, usual class: inhibitors | Fluorescence polarization, FITC-PTAP peptide / Tsg101 binding | 340,000 tested, under 10 active; active = well fitted inhibition curve with a large enough effect in the main read-out, with a control signal flat, not every such curve was filed as active; inconclusive = small, poorly fitted or top-dose-only effect, or effect the other way, or a change in a side signal; inactive = no such curve, though single readings can be large or run the other way; also: potency is read from the fitted curve at half-maximal effect; % of control where 0% means no effect
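Steps: Tsg101 binding domain dispensed (10 uM final), compounds pinned in DMSO, FITC-labeled PTAP-motif peptide added (50 nM final); after 20 min binding at room temperature, polarization measured.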
Tb PFK block = blocks T. brucei phosphofructokinase. actives 0.17% (n = 330,000). T. brucei PFK, ADP-Glo luminescence. AID 485367. Potency, µM (top dose mostly 57.5 µM), for inactives: at the top dose activity, negative = inhibition, most hits filed as inhibitors;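 also: potency is read from the fitted curve at half-maximal effect; 0% = uninhibited 1x PFK enzyme wells and -100% = no-enzyme wells; nearly all actives have a fitted effect of over 60% in size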
Target sequence (O15648 whole entry, looked up): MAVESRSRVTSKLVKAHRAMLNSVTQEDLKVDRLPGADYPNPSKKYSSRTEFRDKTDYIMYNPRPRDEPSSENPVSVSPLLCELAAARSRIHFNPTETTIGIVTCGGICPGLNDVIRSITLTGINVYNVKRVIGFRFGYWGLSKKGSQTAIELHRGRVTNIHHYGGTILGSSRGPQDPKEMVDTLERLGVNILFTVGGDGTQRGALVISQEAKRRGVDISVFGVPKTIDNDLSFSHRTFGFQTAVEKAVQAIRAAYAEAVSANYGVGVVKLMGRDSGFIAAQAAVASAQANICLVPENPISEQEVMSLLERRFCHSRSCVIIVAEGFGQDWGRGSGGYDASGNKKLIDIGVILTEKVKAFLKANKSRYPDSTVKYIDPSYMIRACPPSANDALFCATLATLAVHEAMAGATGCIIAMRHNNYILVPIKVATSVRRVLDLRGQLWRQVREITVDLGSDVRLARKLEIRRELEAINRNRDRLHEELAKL
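ADP-Glo luminescence quantified ADP after 45 min at room temperature, with 1.25 nM T. brucei PFK, 0.1 mM ATP and 0.5 mM fructose-6-phosphate in pH 8.0 TEA buffer. qHTS titrations up to 57 µM; curves classified by quality.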
ELG1 repair inh = blocks ELG1-dependent DNA repair in HEK293T cells | AID 504467 | HEK293T ELG1-luciferase reporter, luminescence, 16 h; DNA damage induced by 5-fluorouridine | Potency, µM (top dose mostly 46.1 µM), inactives show top-dose activity change, negative = inhibition, usual class: inhibitors | actives 2.3% (n = 330,000); also: potency is read from the fitted curve at half-maximal effect; % is scaled to controls: 0 for no effect and ±100 for the full control effect; nearly all actives have a fitted effect of over 55% in size
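Luminescence from the luciferase reporter, measured 30 min after ONE-Glo reagent at room temperature, was the read-out. Beforehand, 2,000 cells per well were exposed for 16 hr at 37 °C to 5-fluorouridine together with compound or vehicle.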
TSHR antag = antagonists of human thyroid stimulating hormone receptor. actives 0.2% (n = 330,000). activity change, negative = inhibition, % at 11.5 µM. TSHR-expressing cells, TSH-stimulated cAMP HTRF, 2 h; hits give low values. P16473;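 active = activity change below a set negative limit, meaning inhibition stronger than a set level, cut at about -70% in these data; inconclusive = activity change between two set negative limits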; also: % is scaled to controls: 0 for no effect and ±100 for the full control effect
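Freshly harvested TSHR cells receive pin-tooled compound, then EC80 TSH at 4nM final. After 2 hours at 37 deg C, antibody in lysis buffer and cAMP-d2 are added; 30 minutes at ambient temperature precede the HTRF read.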
Chronic BCR inh = inhibitors of chronic active B-cell receptor signaling; ABC-DLBCL IkBa-CBG/CBR reporter, luminescence ratio, 4 h; Potency, µM (top dose mostly 46.1 µM), without a hit: at the highest dose ratio change, negative = lower green/red ratio, actives largely listed as inhibitors; actives 0.05% (n = 340,000); active = well fitted inhibition curve with a large enough effect in the signal ratio, with a control signal flat, not every such curve was filed as active; inconclusive = small, poorly fitted or top-dose-only effect, or effect the other way, or a change in a side signal; the % refers to the signal ratio;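 also: potency is read from the fitted curve at half-maximal effect; plate controls were basal doxycycline-induced cells for no effect and cells given 10 µM MG132 for full effect; MG132 reads +100%, hits lower the ratio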
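TMD8 human ABC-DLBCL cells with doxycycline-inducible IκBα–green luciferase fusion and unfused red luciferase, in 0.5% FBS medium; compounds up to 46 uM, 4 h at 37C. Green/red luminescence ratio, filter-overlap corrected, fitted to concentration-response curves.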
uPA surface inh = blocks generation of uPA at the cell surface; cell surface uPA generation assay, qHTS; Potency, µM (doses to about 38.3 µM), for inactives: at the top dose activity change, negative = inhibition, most hits filed as inhibitors; actives 0.31% (n = 330,000); active = well fitted inhibition curve with a large enough effect; inconclusive = small, poorly fitted or top-dose-only effect; inactive = no such curve, though single readings can be large or run the other way; tested in mouse RAW 264.7 cells; also: potency is read from the fitted curve at half-maximal effect; % is scaled to controls: 0 for no effect and ±100 for the full control effect; nearly all actives have a fitted effect of over 55% in size
* = called active by the depositor; ? = inconclusive; / = not tested or not shown; [ ] = dose if it differs, or a comment. Unless noted, calls follow the shape of the dose curve; as a rule, active = well fitted curve in the direction sought with a large enough effect; inconclusive = small, poorly fitted or top-dose-only effect, or another doubt; inactive = no such curve, though single readings can be large; an effect the other way counts as inactive or inconclusive.

Order of results – USP2a inh | Mito fusion act | Eya2 phos inh | TCR activator | B2AR arrestin | PTAP TSG101 blk | Tb PFK block | ELG1 repair inh | TSHR antag | Chronic BCR inh | uPA surface inh
COc1ccc(C(C)=O)cc1CSc1ccc(S(=O)(=O)N2CCCCC2)cn1
  4% | 20% | 6% | -4% | 0.4% | -1% | -1% | -18% | -17 | 13% | 18%
CC(=O)Cn1c(CN2CC(C)CC(C)C2)nc2c1c(=O)n(C)c(=O)n2C (configuration not stated)
  0% | 0% | -2% | / | -0.1% | -7% | 1% | -1% | -1 | 1% | 2%
Cc1ccccc1OCCCCn1cnc2ccccc21
  -10% | -4% | -1% | 2% | 0.2% | 0% | -7% | ? | -27 | -6% | -7%
CCCn1c(SCC(=O)NCCc2ccc(Cl)cc2Cl)n[nH]c1=O
  0% | 1% | 8% | 12% | -0.7% | -6% | 4% | 1% | 5 | -5% | 4%
CCOc1ccc(OCC)c(S(=O)(=O)N2CCOCC2)c1
  0% | 0% | -1% | -8% | -0.9% | 1% | 0% | 17% | 8 | -1% | -1%
Cc1cc(C)nc(SC2CC(=O)N(c3ccc(Br)cc3)C2=O)n1 (configuration not stated)
  3% | -9% | -6% | -7% | 3.0% | -3% | 0% | 3% | -5 | -1% | 1%
CCc1ccc(S(=O)(=O)c2n[nH]n3c2nc(=O)c2ccccc23)cc1
  5% | 1% | -12% | -7%[46.1 µM] | -0.9% | -9% | -7% | -8% | -15 | ? | 4%
CN(CC(=O)O)c1ccc(C(F)(F)F)cc1[N+](=O)[O-]
  1% | -2% | 0% | 10% | -0.8% | 1% | 6% | 1% | 10 | 5% | -1%
c1ccc(CCNc2ccnc3cc4ccccc4cc23)cc1
  -1% | -13% | -9% | 2% | 0.1% | -1% | 1% | ? | -22 | ? | -22%
COC(=O)[C@]1(C)CCC[C@@]2(C)C3CC[C@@]4(C)C[C@]3(CC[C@H]12)C[C@H]4O (some centres not stated)
  -1% | 20% | -6% | 0% | -0.3% | -8% | -5% | ? | -5 | -8% | 0%
Cc1ccc(NC(=O)c2sc(N)nc2-c2ccccc2)cc1C
  -6% | 16% | 14% | -2% | 0.2% | 1% | -2% | -11% | 0 | 1% | 5%
CCOc1cc(C(=O)Nc2ccc(C(=O)NCCN(CC)CC)cc2)ccc1OCC(=O)N1CCOCC1
  -1% | 4% | 9% | 5% | 0.0% | -2% | 0% | 14% | 12 | 4% | -3%
CCOc1ccc(-c2nnn(CCC#N)n2)cc1OC
  3% | -5% | 3% | 3% | 0.1% | 0% | 0% | 6% | -1 | ? | 1%
Cn1cc(C=O)c(-c2ccc3c(c2)OCCCO3)n1
  1% | -4% | 0% | 0% | -0.1% | -2% | 1% | ? | 7 | 2% | -1%
Cc1ccc2c(C)c(C(=O)NCCc3ccco3)oc2c1C
  0% | 4% | -3% | -3% | -0.5% | -2% | 1% | ? | -6 | 2% | 0%
CCc1noc(C)c1C(=O)Nc1ccc(Cl)c(S(=O)(=O)N2CCCCC2)c1
  5% | 18% | -6% | -1% | 0.3% | -5% | 13% | ? | -24 | -8% | -2%
CCOC(=O)N1CCN(S(=O)(=O)c2ccc(OCC(=O)OC)cc2)CC1
  3% | 8% | 10% | 0% | -0.2% | -3% | 22% | 4% | 0 | 4% | 8%
O=C(c1ccc(S(=O)(=O)c2ccccc2)cc1)N1CCc2ccccc2C1
  5% | 15% | -1% | -3%[46.1 µM] | -1.1% | 0% | 2% | ? | 10 | 0% | -1%
CCOCCn1ccc2c(OCC(=O)NCCc3ccc(OC)c(OC)c3)cccc2c1=O
  -1% | 1% | -16% | -2% | -0.1% | 0% | 1% | -17% | -5 | ? | -16%
O=C(Nc1ccc(Nc2ccccc2)cc1)c1ccc(Br)cc1
  0% | 0% | 1% | 3% | -0.4% | -4% | 1% | -2% | -6 | -4% | -2%
O=C(COc1ncnc2ccccc12)N1CCN(C(=O)c2ccco2)CC1
  3% | -3% | 1% | 0% | 0.0% | -4% | -1% | -5% | -9 | 0% | 8%
O=C(c1ccc(OC2CCN(Cc3ccccc3OC(F)F)CC2)cc1)N1CCCC1
  -3% | 1% | -1% | -4% | 1.7% | -1% | 0% | 0% | 14 | -2% | -19%
COc1ccc(S(=O)(=O)N2CCSC2c2ccccc2)cc1 (configuration not stated)
  2% | 2% | -23% | 0% | -0.3% | -4% | 6% | -13% | 0 | -2% | /
C=CC[C@H](CC(=O)NCCO)C(=O)N[C@H](COC(=O)[C@H](CC=C)CC(=O)OC(C)(C)C)c1ccccc1
  7% | / | -32% | -8% | 0.4% | -3% | -2% | 0% | -15 | 2% | 3%
Nc1c(C(=O)CSc2nccn2-c2ccc(Cl)cc2)c(=O)[nH]c(=O)n1C1CC1
  0% | -3% | 17% | / | -0.1% | 0% | -3% | 7% | 6 | ? | 16%
Cc1ccc(C(=O)NC2CC(C)(C)NC(C)(C)C2)cc1C
  0% | -1% | -24% | 5% | 0.3% | -4% | 1% | 2% | 15 | 0% | -5%
COc1ccc(C(=O)NC(C)C2CC3CCC2C3)c(OC)c1 (configuration not stated)
  3% | ? | -25% | 10% | 0.2% | -1% | -1% | -13% | -11 | 12% | 0%
O=C(NCCCCNC(=O)c1cccnc1)c1cccnc1
  -2% | 2% | 3% | 0% | -0.2% | -4% | 0% | 18% | -2 | ? | 4%
CC(C)CCNC(=S)Nc1ccc(Br)cc1
  1% | -11% | -10% | 8% | -1.5% | -1% | -3% | ? | -15 | ? | 0%
CN(CC(=O)Nc1ccc(Cl)c(C(F)(F)F)c1)C(=O)COC(=O)C1CC2CCCC(C1)C2=O (configuration not stated)
  1% | / | -6% | 2% | -0.3% | -4% | -9% | -1% | -9 | ? | 0%
CCNC(=O)NC(=O)C(C)OC(=O)C1CCN(S(=O)(=O)c2ccc(C)c(C)c2)CC1 (configuration not stated)
  0% | -3% | -1% | 0%[46.1 µM] | -2.6% | 0% | 4% | -7% | 10 | -1% | 1%
CCCCN(C)C(=O)C1CCN(CCCc2ccccc2)CC1
  -2% | 1% | 2% | -3% | -0.3% | -8% | 4% | -7% | -4 | ? | 1%
Cc1nn(C(C)C(=O)NCCN2CCCC2)c(=O)c2c1sc1ccccc12 (configuration not stated)
  0% | -1% | -1% | -2% | 0.0% | 0% | 0% | -2% | 0 | 1% | -4%
COc1ccc(NC(=O)C2CCCN(S(=O)(=O)c3c(C)[nH]c(=O)[nH]c3=O)C2)cc1 (configuration not stated)
  2% | 0% | -3% | 0% | 3.1% | -5% | 6% | 5% | 5 | 6% | 1%
N#CC1=C(N)C(C#N)(C#N)C(c2cccnc2)C2CN(C(=O)OCc3ccccc3)CC=C12 (configuration not stated)
  4% | 1% | 3% | 3%[46.1 µM] | 2.7% | -7% | -2% | ? | -32 | ? | -1%
Cc1c(NC(=O)C(C)OC(=O)CC2CC3CCC2C3)c(=O)n(-c2ccccc2)n1C (configuration not stated)
  2% | 0% | -1% | 4% | 0.0% | -4% | 0% | -4% | -1 | 0% | -7%
O=C(N/N=C/c1c(O)ccc2ccccc12)c1cccc(C(F)(F)F)c1
  15% | -7% | ? | -7%[46.1 µM] | 0.7% | 0% | -2% | ? | -36 | ? | -10%
O=C(COc1coc(CN2CCc3ccccc3C2)cc1=O)Nc1ccc([N+](=O)[O-])cc1
  2% | -5% | 15% | 4% | -0.7% | -4% | 20% | ? | -9 | 3% | 14%
Cc1oc2cc3oc(=O)cc(C)c3cc2c1C
  1% | 5% | 1% | 0% | 0.0% | -2% | -2% | ? | -5 | 2% | -6%
Cn1nc(C(=O)OCC(=O)Nc2ccc3ccccc3c2)c2ccccc2c1=O
  -1% | -5% | 5% | -4% | 0.2% | -3% | -2% | ? | -9 | 1% | -4%

From PubChem BioAssay

Rows are unselected, and some 3% of all compounds hit somewhere here.
